p53 reactivator: re-activators of mutant p53. AID 504706. H1299 p53-A138V BP100-luciferase reporter, luminescence, 24 h. Potency, µM (doses to about 92.2 µM), without a hit: top-dose activity change, positive = activation, most hits filed as activators. 0.063% of 320,000 active; further: % of control where 0% means no effect; nearly all actives have a fitted effect of over 45% in size
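p53-null H1299 cells stably carrying temperature-sensitive p53-A138V and a BP100-luciferase reporter were pinned with compounds (4-point, 1:5 series) and held 24 hrs at 37 deg C. Luminescence was read 10 min after detection reagent.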
BRCA1 expr act: increases BRCA1 expression | MCF7-BRCA1-FFLuc reporter, luminescence, 48 h; response scale: scaled: vehicle 0%, 10 µM genistein 100% | Potency, µM (series often up to 46.1 µM), for the others: at the top dose activation, most hits filed as activators | 1.1% of 380,000 active | AID 624202; further: nearly all actives have a fitted effect of over 80% in size; some results filed as inactive show a strong effect at the top dose
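Quantitative HTS in MCF7 cells stably reporting BRCA1 expression via firefly luciferase. Compound treatment lasts 48 h at 37 °C in phenol-red free MEM. Activation is expressed relative to genistein at 10 microM and DMSO.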
RORgamma inh: ROR gamma (mouse) transcription inhibition; Drosophila S2 Gal4-RORgamma UAS-luciferase reporter, 20 h; Potency, µM (doses to about 53.6 µM), for the others: top-dose activity change, negative = inhibition, hits mostly inhibitors; 5.4% of 310,000 active; further: on the % scale 0 is the no-effect control and ±100 the full control effect; nearly all actives have a fitted effect of over 60% in size
Target sequence (P51450 whole entry, looked up, the tested form may be a part): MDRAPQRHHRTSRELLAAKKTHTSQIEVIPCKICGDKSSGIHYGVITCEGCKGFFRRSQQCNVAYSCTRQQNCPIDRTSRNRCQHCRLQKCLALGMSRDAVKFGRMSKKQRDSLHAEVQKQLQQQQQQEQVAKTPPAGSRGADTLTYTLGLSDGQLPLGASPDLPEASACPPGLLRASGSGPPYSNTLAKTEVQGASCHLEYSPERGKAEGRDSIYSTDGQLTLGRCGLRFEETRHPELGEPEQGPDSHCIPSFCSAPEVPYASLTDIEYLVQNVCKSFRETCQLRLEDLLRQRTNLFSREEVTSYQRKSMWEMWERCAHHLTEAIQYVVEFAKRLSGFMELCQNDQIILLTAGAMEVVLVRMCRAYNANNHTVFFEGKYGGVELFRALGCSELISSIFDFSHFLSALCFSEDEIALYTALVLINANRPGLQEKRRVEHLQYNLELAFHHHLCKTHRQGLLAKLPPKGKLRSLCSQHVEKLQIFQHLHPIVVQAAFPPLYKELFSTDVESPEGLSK
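In this cell-based reporter format, copper sulfate (700 uM final) drives Gal4–ROR gamma fusion expression from a metallothionein promoter in Drosophila Schneider cells; compounds preincubated 1 hr, reporter read after 20 hr at ambient temperature.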
MBNL1 CUG block: blocks human MBNL1 binding to CUG repeat RNA. 0.036% of 280,000 active. Potency, µM (series often up to 57.5 µM), without a hit: at the highest dose activity change, negative = inhibition, actives largely listed as inhibitors. TR-FRET MBNL1-His/biotin-(CUG)12 binding, 665/545 ratio. Q9NR56; active means well fitted inhibition curve with a large enough effect in the signal ratio, with a control signal flat, not every such curve was filed as active; inconclusive means small, poorly fitted or top-dose-only effect, or effect the other way, or a change in a side signal; inactive means no such curve, though single readings can be large or run the other way; the % refers to the signal ratio; further: on the % scale 0 is the no-effect control and ±100 the full control effect
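TR-FRET readout: Ex 340 nm, 665/545 nm emission ratio, normalized to buffer-only (basal) and MBNL1-(CUG)12 controls. Complex of MBNL1-His with Biotin-(CUG)12, compounds 92 nM–58 uM, incubated 60 min at room temperature.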
Gal4-VP16 FLuc: counter-screen for ROR gamma inhibitors: Gal4-VP16 reporter; Drosophila S2 Gal4-VP16 UAS-luciferase, luminescence, 20 h; Potency, µM (titrated, usually from 53.6 µM), for inactives: at the highest dose activity, negative = inhibition, actives largely listed as inhibitors; 3.5% of 310,000 active;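 further: Gal4-VP16 expression switched on by copper sulfate through the metallothionein promoter; on the % scale 0 is the no-effect control and ±100 the full control effect; nearly all actives have a fitted effect of over 50% in size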
FLuc modulator: firefly luciferase modulation, counter-screen for miR-21 project. purified FLuc, Km substrates, luminescence inhibition. Potency, µM (titrated, usually from 57.5 µM), inactives show top-dose activity change, negative = inhibition, actives largely listed as inhibitors. 6.9% of 360,000 active. P08659;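 further: plate controls were vehicle for no effect and reference inhibitor for full effect; nearly all actives have a fitted effect of over 55% in size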
Target sequence (P08659 whole entry, looked up): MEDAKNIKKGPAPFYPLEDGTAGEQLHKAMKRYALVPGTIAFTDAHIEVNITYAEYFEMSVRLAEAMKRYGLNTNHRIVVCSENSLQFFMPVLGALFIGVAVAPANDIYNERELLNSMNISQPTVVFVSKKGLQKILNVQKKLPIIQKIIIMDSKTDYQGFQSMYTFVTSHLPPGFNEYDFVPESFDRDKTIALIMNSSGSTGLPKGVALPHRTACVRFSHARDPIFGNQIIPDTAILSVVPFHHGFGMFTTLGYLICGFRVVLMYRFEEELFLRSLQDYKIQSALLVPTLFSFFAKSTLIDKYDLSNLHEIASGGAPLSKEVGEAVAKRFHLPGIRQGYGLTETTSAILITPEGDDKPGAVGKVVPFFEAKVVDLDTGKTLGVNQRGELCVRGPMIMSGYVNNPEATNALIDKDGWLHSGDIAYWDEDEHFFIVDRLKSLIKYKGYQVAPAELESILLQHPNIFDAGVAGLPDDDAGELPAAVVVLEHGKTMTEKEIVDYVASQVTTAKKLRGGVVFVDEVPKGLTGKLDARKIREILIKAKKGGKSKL
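Biochemical qHTS of compounds, final roughly 60 µM downward over six points, against 10 nM purified firefly luciferase using Km concentrations of substrates (10 uM D-luciferin, 10 uM ATP) in Tris acetate pH 7.5 buffer; luminescence output.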
uPA generation: blocks generation of uPA at the cell surface | cell surface uPA generation assay, qHTS | Potency, µM (series often up to 38.3 µM), for the others: at the top dose activity change, negative = inhibition, hits mostly inhibitors | 0.31% of 330,000 active | AID 540303; active means well fitted inhibition curve with a large enough effect; inconclusive means small, poorly fitted or top-dose-only effect; inactive means no such curve, though single readings can be large or run the other way; tested in mouse RAW 264.7 cells; further: on the % scale 0 is the no-effect control and ±100 the full control effect; nearly all actives have a fitted effect of over 55% in size
ELG1 genotoxic: induces genotoxicity in HEK293T cells with luciferase-tagged ELG1 | 1.3% of 330,000 active | HEK293T ELG1-luciferase reporter, luminescence, 16 h | Potency, µM (titrated, usually from 46 µM), for inactives: at the highest dose activity change, positive = activation, usual class: activators | AID 504466; further: % of control where 0% means no effect; nearly all actives have a fitted effect of over 60% in size
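ELG1-luciferase HEK293T cells, 2,000/well; compound pinned in; 16 hr, 37 °C, 5% CO2; ONE-Glo, 30 min RT; luminescence on CCD imager.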
NPC1 promoter act: activates the NPC1 promoter. Potency, µM (doses to about 9.22 µM), for the others: at the top dose activation, actives largely listed as activators. Huh7 NPC1 promoter luciferase reporter, 24 h. 2.4% of 320,000 active;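 further: % of control where 0% means no effect; nearly all actives have a fitted effect of over 60% in size; reporter is driven by a mutant NPC1 promoter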
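Compounds in DMSO were transferred onto Huh7 NPC1-luciferase reporter cells pre-incubated 2 h; after 24 h at 37 °C, Amplite reagent was dispensed and luminescence recorded 10 min later.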
Rab9 promoter act: activates the Rab9 promoter | Huh7 Rab9 promoter-luciferase reporter, luminescence, 24 h | Potency, µM (highest dose often 9.22 µM), for the others: at the highest dose activation, negative = inhibition, usual class: activators | 2.8% of 320,000 active | AID 485297; further: % of control where 0% means no effect; nearly all actives have a fitted effect of over 60% in size
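Using Huh7 cells stably transfected with Rab9 promoter–luciferase, compounds were incubated 24 h at 37 °C, 5% CO2; luciferase luminescence was read 10 min after reagent addition.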
Starred values were filed as active, the others as inactive; ? = inconclusive; . = no result given; [ ] = dose if it differs, or a comment. Unless noted, the call rests on the fitted dose curve; in most records, active means well fitted curve in the direction sought with a large enough effect; inconclusive means small, poorly fitted or top-dose-only effect, or another doubt; inactive means no such curve, though single readings can be large; an effect the other way counts as inactive or inconclusive. Potency means the concentration at half of the fitted maximal effect. Rows are unselected; overall some 13% were active at least once.

SMILES	p53 reactivator	BRCA1 expr act	RORgamma inh	MBNL1 CUG block	Gal4-VP16 FLuc	FLuc modulator	uPA generation	ELG1 genotoxic	NPC1 promoter act	Rab9 promoter act
O=C(Nc1nc2ccccc2n1CCN1CCCC1)C1CCCCC1	2%	-42%	7.1µM*	0%	10µM*	-1%	4%	-10%	-3%	1%
COc1cc(CCCN2C(=S)NC[C@@H]2c2ccccc2)cc(OC)c1OC	-4%	-21%	10µM*	1%	?	2%	3%	0%	-3%	6%
COc1ccc(CCN2C(=O)CSC2c2ccc(OC)c(OC)c2)cc1OC (stereo not given)	-1%	2%	41%	-2%	-13%	-17%	11%	0%	-7%	-15%
CCC(C(=O)Nc1c(C)cc(C)cc1C)N1CCCCCC1 (stereo not given)	17%	18%	1%	6%	-13%	-1%	-8%	-5%	0%	0%
COc1ccc(N=c2oc3c(OC)cccc3cc2C(=O)NCc2ccco2)cc1OC	14%	-24%	-53%	3%	-13%	-8%	.	-6%	-3%	1%
Cc1ccc(C(=O)Oc2ccccc2C(=O)N2CCOCC2)cc1	-13%	3%	7%	?	-15%	-1%	-15%	-5%	-1%	1%
CCOC(=O)c1c(C)oc2ccc(NS(=O)(=O)c3ccc4c5c(cccc35)C(=O)N4)cc12	2%	-50%	?	14%	-8%	0%	.	-1%	-1%	-4%
C/C(=N\Nc1ccc(Cl)c(C(=O)O)c1)c1cc2ccccc2o1	4%	52%	40%	?	-9%	27µM*	-2%	?	18%	?
N#Cc1sc2nc3c(c(-c4cccnc4)c2c1N)CCC3	-12%	-4%	7%	14%	-5%	2%	13%	0%	8%	-6%
CCC(=O)Nc1ccc(/C(C)=N\NC(=O)c2ccc(OC)cc2)cc1	-11%	-3%	-25%	7%	-8%	-1%	4%	-1%	-2%	-2%
O=C(CC1C(=O)NCCN1Cc1ccc(F)cc1)NCCCn1cccn1 (stereo not given)	0%	2%	-18%	10%	8%	-1%	13%	1%	-8%	-3%
Cc1csc(NC(=O)CSc2nnc(-c3ccncc3)o2)n1	17%	?	?	-3%	-60%	-2%	-5%	5%	25%	?
COCCCNc1ncnc2c1sc1nc(-c3ccco3)c3c(c12)CC(C)(C)OC3	-7%	-45%	21%	12%	4%	5%	?	-4%	-3%	-1%
COc1ccccc1NS(=O)(=O)c1cc(NC(=O)c2cccnc2)ccc1N1CCCCC1	-1%	-96%	.	.	.	.	-2%	-5%	.	.
CC(C)Nc1nc(NC(C)C)nc(N(C)C#N)n1	27%	10%	10%	-9%	0%	0%	-3%	3%	0%	15%
COc1ccc(Cl)cc1S(=O)(=O)N1CCC(C(=O)NCCc2ccccc2)CC1	21%	8%	34%	5%	1%	0%	-2%	-4%	-3%	14%
CCC(CC)NC(=O)COC(=O)c1cc(Br)ccc1Cl	-4%	-3%	-5%[10 µM]	.	0%	2%	10%	0%	-1%	-8%
CNCCC(=O)N1c2ccccc2CCc2ccc(NC(=O)OC)cc21	-10%	-15%	-4%	6%	6%	0%	-5%	-1%	-1%	-4%
COc1ccc(C(CNC(=S)NCc2ccccc2)N2CCCC2)cc1 (stereo not given)	4%	-9%	?	-1%	-8%	1%	.	0%	-5%	9%
Cc1onc(-c2c(F)cccc2Cl)c1C(=O)c1ccc(F)cc1	1%	-26%	0%	3%	2%	-3%	3%	-5%	-4%	-3%
COc1cc(OC)cc(C(=O)NCCCN2CCOCC2)c1	-4%	-18%	?	-7%	28%	1%	1%	1%	-1%	1%
O=C1/C(=C/c2cccnc2)SC(=S)N1C1CCS(=O)(=O)C1 (stereo not given)	-42%[inhibitor]	-58%	11µM*	19%	?	-14%	-9%	0%	-16%	-9%
O=C(CCn1c(=S)[nH]c2cc3c(cc2c1=O)OCO3)N1CCc2ccccc2C1	3%	.	-13%	5%	-12%	0%	.	-7%	1%	2%
COC(=O)c1cc(C(=O)NCCC(C)C)cc([N+](=O)[O-])c1	6%	-16%	-2%	?	-19%	4%	-1%	-2%	0%	-2%
COc1cc(/C=C/C(=O)Nc2nnc(CC(C)C)s2)cc(OC)c1OC	-1%	-28%	13%	.	-3%	3%	-1%	16%	9%	-2%

5 entries from above, arranged by molar mass, descending.
SMILES	p53 reactivator	BRCA1 expr act	RORgamma inh	MBNL1 CUG block	Gal4-VP16 FLuc	FLuc modulator	uPA generation	ELG1 genotoxic	NPC1 promoter act	Rab9 promoter act
COc1ccccc1NS(=O)(=O)c1cc(NC(=O)c2cccnc2)ccc1N1CCCCC1	-1%	-96%	.	.	.	.	-2%	-5%	.	.
COc1cc(/C=C/C(=O)Nc2nnc(CC(C)C)s2)cc(OC)c1OC	-1%	-28%	13%	.	-3%	3%	-1%	16%	9%	-2%
O=C(CC1C(=O)NCCN1Cc1ccc(F)cc1)NCCCn1cccn1 (stereo not given)	0%	2%	-18%	10%	8%	-1%	13%	1%	-8%	-3%
O=C(Nc1nc2ccccc2n1CCN1CCCC1)C1CCCCC1	2%	-42%	7.1µM*	0%	10µM*	-1%	4%	-10%	-3%	1%
COC(=O)c1cc(C(=O)NCCC(C)C)cc([N+](=O)[O-])c1	6%	-16%	-2%	?	-19%	4%	-1%	-2%	0%	-2%

The listing continues:
SMILES	p53 reactivator	BRCA1 expr act	RORgamma inh	MBNL1 CUG block	Gal4-VP16 FLuc	FLuc modulator	uPA generation	ELG1 genotoxic	NPC1 promoter act	Rab9 promoter act
COc1cccc(NC(=O)Nc2nnc(Cc3ccc(F)cc3)s2)c1	4%	-5%	23%	-3%	-3%	6%	13%	13%	5%	-6%[1.84 µM]
CCn1c(SCCC#N)nnc1-c1ccncc1	1%	12%	1%	-7%	13%	4%	0%	1%	1%	1%
CCCCN1CC(O)=C(c2nc(-c3ccc(Br)cc3)cs2)C1=N	0%	0%	9%	.	-5%	-1%	1%	?	21%	-4%
O=C(NCCSc1ccccc1)c1ccco1	?	?	32%	-12%	-3%	24µM*	-6%	?	3.2µM*	3.5µM*
COc1ccc(S(=O)(=O)N2CCOCC2)cc1NC(=O)CCNC(=O)c1ccc(Br)cc1	2%	0%	.	.	.	3%	5%	0%	-1%	-2%
Cc1ccccc1-n1c(=O)cc(N2CC(C)OC(C)C2)[nH]c1=O (stereo not given)	-8%	-25%	-30%	0%	-1%	0%	.	3%	-2%	10%
Cc1nc(C)c(C(=O)O)c(-c2cccs2)c1C(=O)O	-3%	1%	5%	-1%	-5%	1%	2%	-2%	-2%	-5%
C=CCn1c(SCC(=O)Nc2ccccc2)nc2scc(-c3cccs3)c2c1=O	-5%	-24%	-24%	6%	1%	1%	5%	1%	-2%	-3%
CC(C)CNC(=O)/C(C#N)=C1\N=C(NC(=O)c2ccco2)c2ccccc21	22%	41%	3%	?	-6%	-3%	-7%	-8%	-11%	1%
NC1C=CC=C(C(=O)O)C1 (stereo not given)	.	10%	.	.	.	.	1%	.	5%[46.1 µM]	1%[46.1 µM]
O=S(=O)(/N=C(/c1ccccc1)N1CCOCC1)c1ccc(Br)cc1	16%	-4%	-9%	-9%	-2%	0%	8%	8%	-2%	-4%
CSc1nc(-c2ccccc2F)c(C#N)c(=O)n1C	0%	-4%	-18%	-3%	3%	0%	?	-8%	-3%	3%
COC(=O)C1=C(C)NC(C)=C(C(=O)OCC2CCCO2)C1c1cccc(Cl)c1 (stereo not given)	-24%	-14%	-1%	4%	10%	3%	6%	-7%	0%	-1%
Cc1cc(C)c(C(=O)COC(=O)Cn2c(C)csc2=O)cc1C	17%	-3%	23%	3%	?	17µM*	-2%	11%	6%	-1%
CCOC(=O)c1c(NC(=O)CC2Nc3cc(C)c(C)cc3NC2=O)sc(C)c1C (stereo not given)	18%	5%	-18%	4%	-2%[0.365 µM]	-3%	5%	?	2%	-3%
COC(=O)c1cc(-c2ccccc2)sc1NC(=O)CN1C(=O)c2ccccc2C1=O	-1%	-2%	9%	0%	-4%	-4%	-5%	0%	-2%	-2%

Sorted by value in NPC1 promoter act (high to low): three from the list above
SMILES | p53 reactivator | BRCA1 expr act | RORgamma inh | uPA generation | NPC1 promoter act | Rab9 promoter act
CCCCN1CC(O)=C(c2nc(-c3ccc(Br)cc3)cs2)C1=N | 0% | 0% | 9% | 1% | 21% | -4%
O=S(=O)(/N=C(/c1ccccc1)N1CCOCC1)c1ccc(Br)cc1 | 16% | -4% | -9% | 8% | -2% | -4%
CSc1nc(-c2ccccc2F)c(C#N)c(=O)n1C | 0% | -4% | -18% | ? | -3% | 3%

Assay outcomes (PubChem)
